# D2 antag – D2 dopamine receptor (human) antagonism; P14416; HEK293 TREx D2 cells, calcium flux, dopamine EC80; actives 2% (n = 340,000); inhibition, % at 10 µM; AID 485344; in the data active = inhibition above about 30%; also: 0% is about no effect
# Target sequence (P14416 whole entry, looked up): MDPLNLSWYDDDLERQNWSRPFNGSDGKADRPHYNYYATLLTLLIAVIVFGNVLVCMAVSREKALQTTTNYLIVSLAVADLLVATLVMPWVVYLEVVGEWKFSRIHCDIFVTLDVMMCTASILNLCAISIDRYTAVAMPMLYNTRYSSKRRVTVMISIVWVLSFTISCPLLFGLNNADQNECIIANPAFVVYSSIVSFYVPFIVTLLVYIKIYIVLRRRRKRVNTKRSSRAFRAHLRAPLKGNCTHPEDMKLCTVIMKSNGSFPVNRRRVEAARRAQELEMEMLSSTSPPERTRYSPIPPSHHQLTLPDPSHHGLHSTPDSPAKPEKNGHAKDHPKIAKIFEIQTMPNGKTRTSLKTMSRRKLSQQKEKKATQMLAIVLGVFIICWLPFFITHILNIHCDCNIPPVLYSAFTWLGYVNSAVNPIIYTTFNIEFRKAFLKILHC
#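 Tetracycline-induced HEK293 TREx cells expressing D2 receptor forced-coupled to calcium signalling, loaded with no-wash calcium dye. Compounds added and calcium flux read 180 s, then dopamine added at EC80 and read a further 180 s.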
# TRHR enhancer – allosteric enhancers of human TRH receptor. P34981. TRHR cells, fluo-8 calcium fluorescence, EC20 TRH enhancement. enhancement, % at 2 µM. actives 0.66% (n = 360,000). AID 493056; in the data active = enhancement above about 30%; also: 0% is about no effect
# Target sequence (P34981 whole entry, looked up): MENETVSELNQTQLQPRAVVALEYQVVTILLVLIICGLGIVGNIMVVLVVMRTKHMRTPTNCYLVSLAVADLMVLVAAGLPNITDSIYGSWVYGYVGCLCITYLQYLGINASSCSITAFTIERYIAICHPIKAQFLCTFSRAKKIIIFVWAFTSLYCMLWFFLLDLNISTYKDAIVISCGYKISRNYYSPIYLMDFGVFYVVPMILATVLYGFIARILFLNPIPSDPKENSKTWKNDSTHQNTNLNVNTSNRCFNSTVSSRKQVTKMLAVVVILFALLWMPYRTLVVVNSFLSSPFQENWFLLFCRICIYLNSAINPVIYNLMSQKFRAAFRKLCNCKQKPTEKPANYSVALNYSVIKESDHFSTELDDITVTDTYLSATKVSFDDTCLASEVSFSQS
#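 Enhancer read-out: after compound pinning and an initial kinetic agonist-mode read, an EC20 of TRH (10 nM final) was injected and fluo-8 calcium signal (Ex 480/Em 530) followed at 1 s/cycle for 100 cycles in TRHR-expressing cells.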
# D2 agonist – D2 dopamine receptor (human) agonism | P14416 | HEK293 T-REx D2 cells, calcium flux agonist mode | activation, % at 2 µM | actives 0.53% (n = 340,000) | AID 485358;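 active = activation over 3 SD above normal in the single-dose calcium agonist read, cut at about 30% in these data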; also: 0% is about no effect
#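 Calcium-flux readout, 1 cycle/sec over 180 s following compound pin transfer, in inducible HEK293 Trex D2 cells (force-coupled); dopamine controls included. Positive calcium responses during this window marked compounds as potential agonists.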
# D1 agonist – agonists of human D1 dopamine receptor. activation, % at 2 µM. AID 504660. actives 1% (n = 360,000). HEK293 T-REx D1 cells, calcium flux, agonist mode; also: 0% is about no effect
#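 Agonism was scored from calcium flux recorded over 180 s (1 read/s) after pintool compound addition, following a 10-cycle baseline. Cells were inducible force-coupled HEK293 TREx D1, plated overnight at 30 C and loaded with no-wash calcium dye.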
# D1 antag – human D1 dopamine receptor antagonism; P21728; HEK293 TREx D1 cells, calcium flux, dopamine EC80; hits give low values; activity change, negative = inhibition, % at 10 µM; actives 3.2% (n = 360,000); AID 504652; in the data active = activity change below about -30%; also: % is scaled to controls: 0 for no effect and ±100 for the full control effect
#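 Inducible Hek293 Trex D1 cells (tetracycline, overnight, 30 C). Calcium dye 30–90 min RT. Antagonist mode: EC80 dopamine added after 180 s compound read.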
# D1 potentiator – human D1 dopamine receptor positive modulation | potentiation, % at 10 µM | AID 504651 | actives 0.036% (n = 360,000) | HEK293 TREx D1 cells, calcium flux, dopamine EC20 potentiation | P21728; in the data active = potentiation above about 30%; also: 0% is about no effect
# D2 PAM – positive allosteric modulators of human D2 dopamine receptor; P14416; HEK293 T-REx D2, calcium flux, EC20 dopamine potentiation; potentiation, % at 10 µM; actives 0.34% (n = 340,000); AID 485347;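 active = potentiation over 3 SD above the plate norm, cut at about 30% in these data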; also: 0% is about no effect
#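 Cells plated with tetracycline inducer and held overnight at 30 C; calcium dye loaded 30–90 min at room temperature; baseline taken, compound added and read 180 s; EC20 dopamine then added and read 180 s.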
# RXFP1 antagonist – blocks the human relaxin receptor RXFP1; HEK293-RXFP1, relaxin-stimulated cAMP HTRF, 30 min; hits give low values; activity change, negative = inhibition, % at 57.5 µM; actives 0.59% (n = 350,000);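 active = activity change of -60% or lower, but not beyond a set lower limit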; also: % is scaled to controls: 0 for no effect and ±100 for the full control effect
# TRHR ag – agonists of human TRH receptor | activation, % at 2 µM | P34981 | actives 0.18% (n = 360,000) | TRHR cells, calcium flux fluo-8, FDSS agonist mode | AID 493084; also: 0% is about no effect
#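 Steps: seed TRHR cells overnight; add fluo-8 no-wash Ca dye, RT 30 min–1.5 h; record 10 s baseline; pin-transfer compounds; monitor fluorescence 1 cycle/s for the agonist window. Calcium increases flag candidate agonists.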
# * marks the source's active call; other numbers are inactive results; x = no result given. Rule as the data show it, unless noted: active = activation above about 30%; inactive = the rest.
structure	D2 antag	TRHR enhancer	D2 agonist	D1 agonist	D1 antag	D1 potentiator	D2 PAM	RXFP1 antagonist	TRHR ag
COc1ccc2nc(NCc3ccccc3)[nH]c2c1	15	-4	0.1	6	-5	-9	-16	3	-0.6
CC1(C)COC(Cn2c3ccccc3c3ccccc32)O1 (stereo not drawn)	-4	2	0.6	1	-2	2	3	-65*	-0.3
CC(C)[C@H](NS(=O)(=O)c1ccccc1)C(=O)OCC(=O)N1N=C(c2ccc(Cl)cc2)CC1c1ccco1 (stereo partly drawn)	-4	1	3.5	-1	-7	1	3	8	1.7
COC(=O)c1ccc(CNC(=O)c2ccc(OCC(=O)N3CCOCC3)c(OC)c2)cc1	4	-3	-0.4	1	-3	0	2	7	-0.1
Nc1ncc(Br)cc1S(=O)(=O)NCCC(=O)NCCc1ccc(Cl)cc1	-10	8	0.1	3	8	3	14	25	-0.7
S=C(NCc1cccnc1)NCc1cccnc1	17	7	0.3	2	-20	-5	15	-13	0.2
CN1CCN(C(CNC(=O)C(=O)Nc2ccccc2C#N)c2ccc3c(c2)OCO3)CC1 (stereo not drawn)	x	-1	2.0	2	0	-3	x	-3	0.5
O=C(CN(c1ccccc1)S(=O)(=O)c1ccccc1)N1CCN(Cc2ccc3c(c2)OCO3)CC1	-13	-9	1.6	5	10	-2	x	5	-0.4
Cc1cccc(CS(=O)(=O)CC2Nc3ccc(C(=O)NCc4ccccc4Cl)cc3NC2=O)c1 (stereo not drawn)	x	3	-0.7	-4	-5	-1	-1	5	0.4
O=C(NCc1ccc2c(c1)OCO2)c1cc(-c2ccccn2)nc2ccccc12	6	-1	0.0	4	-8	-2	4	-3	-0.4
CC(/C=N/NC(=O)CSc1nnc(SCc2ccccc2)s1)=C\c1ccco1	-11	6	-0.1	1	2	0	19	-20	-2.0
O=c1c2cc(NC(=S)N3CCCCC3)ccc2nc2n1CCCCC2	14	-5	1.7	6	-10	-2	1	7	0.1
CNS(=O)(=O)c1cc(NC(=O)c2cccc3cccnc23)ccc1C	-5	-5	0.0	0	-3	-9	7	-6	-1.5
CCOC(=O)C1=C(C)N=C2SC(C(=O)OC)=CC(=O)N2C1c1cccc(OC)c1 (stereo not drawn)	-1	1	0.0	8	1	-2	12	-2	0.3
CC(Oc1ccccc1)C(=O)N1CCCc2ccccc21 (stereo not drawn)	-11	-5	-0.2	5	-4	-4	x	8	-0.2
COc1ccc(OC)c(C2CC(=O)Oc3c2c(=O)n(C)c2ccccc32)c1 (stereo not drawn)	x	0	x	0	-5	-3	7	x	0.7
CC(NC(=S)NCc1ccccc1)C12CC3CC(CC(C3)C1)C2 (stereo not drawn)	-5	10	0.8	1	11	-3	1	16	1.2
N#Cc1ccccc1S(=O)(=O)N1CCC(Oc2ccc(-n3cnnn3)cc2)CC1	x	-5	2.1	16	-5	1	9	-12	11
Cc1ccc(S(=O)(=O)CCN2CCC(n3cccc3)CC2)cc1	-2	-5	1.8	1	7	1	-5	-5	-0.7
CSc1nc(C)c(CCO)c(=O)[nH]1	11	-2	1.7	1	5	3	-2	13	0.1
Cc1ncc([N+](=O)[O-])n1CC(=O)Nc1ccc(Br)cc1	2	13	-0.5	0	-19	1	0	-19	0.9
Cc1cc(NC(=O)Nc2cc(F)ccc2F)no1	18	3	1.7	1	4	4	-15	4	0.2
CCCC(C)C(=O)OCC(=O)Nc1c(Br)cc(C)cc1Br (stereo not drawn)	40*	2	-1.5	1	-13	-4	-3	4	-1.1
Cn1c(SCc2cc(=O)[nH]c(C(C)(C)C)n2)nnc1C(F)(F)F	-12	1	0.4	3	-21	-4	6	-1	0.2
CCc1cccc(C)c1NC(=S)NCc1ccc2c(c1)cc(C)n2C	-7	-4	-0.1	-3	0	0	0	6	-0.6
Fc1ccc(CNC(=S)NC2CCCC2)cc1	-5	1	-0.4	5	5	-3	-5	-9	0.0
Cc1ccc2nc(N(Cc3cccnc3)C(=O)Cc3ccccc3)sc2c1	x	-3	0.0	22	x	-3	6	-21	0.9
CCCC(=O)OC1=CN(Cc2ccccc2)S(=O)(=O)c2ccccc21	x	-7	-0.1	12	-7	-2	-8	-11	1.4
ONC(=Nc1ccc(Cl)cc1)c1ccc(Cl)cc1	-3	1	0.3	0	-6	-2	9	-6	0.1
COc1ccc(N2CC(C(=O)Nc3ccc(F)cc3F)CC2=O)cc1 (stereo not drawn)	9	-6	-0.5	1	3	-7	-2	-6	0.0
CCOC(=O)N1CCN(C(=O)c2cc(COc3ccc(F)cc3F)on2)CC1	-6	-1	0.1	2	-10	-1	12	3	-0.4
O=C1CCCC/C1=C\Nc1ccc(C(=O)O)c(O)c1	-6	3	0.1	0	3	-2	0	-9	0.4
CC(C)OP(=O)(c1ccc(N(C)C)cc1)C(O)c1ccccc1 (stereo not drawn)	-19	1	-0.5	3	-5	-1	-1	6	0.3
Cc1ccc(CSc2ncc(Cl)c(C(=O)Nc3nc4ccc(C)cc4s3)n2)cc1	x	13	0.6	0	2	4	8	x	1.7
CCc1nn2cc(C(=O)c3ccccc3O)cnc2c1-c1ccc(F)cc1	-13	1	-1.1	3	1	-2	8	-9	1.0
COc1ccc(N2CCN(CCCNC(=O)c3cc4sccc4n3C)CC2)cc1	40*	0	38*	2	-15	-1	-27	-1	0.0
COc1ccc(/C=C/C(=O)c2ccccc2O)cc1	4	-1	-1.1	0	-18	-3	-5	x	1.4
O=C(Nc1cccnc1)c1cccc(S(=O)(=O)N2CCCC2)c1	1	6	-0.3	2	6	-1	12	0	-0.7
CC(=O)c1sc(C(C)(C)C)cc1NC(=O)/C=C/C(=O)O	-7	-1	-0.1	2	4	0	-1	6	0.2
CC(=O)c1ccc(N2CCN(C(=S)NCCCN(C)C)CC2)cc1	-4	-1	1.6	3	-9	-3	6	2	0.4
O=[N+]([O-])c1ccc(O)c(Nc2ncnc3ccc(Br)cc23)c1	-2	-6	1.5	16	-14	-2	20	-10	0.1
Cn1c(=O)c2c(nc(OCc3ccccc3)n2C)n(C)c1=O	8	4	-0.3	4	-13	x	19	x	0.2
COc1cccc(-n2c(-c3ccco3)nc3c(cnn3-c3ccc(C)cc3)c2=O)c1	x	-3	-0.9	7	-9	-2	-2	-35	1.0
COc1ccc(CN2CCN(c3ncccn3)CC2)c(C)c1C	93*	-6	88*	-3	7	5	-29	-16	0.4
N#Cc1nc(-c2ccc(Cl)cc2)oc1NCc1cccc2c1OCO2	1	0	-0.3	0	9	-8	-10	11	-0.4
Cc1[nH]c(=O)[nH]c(=O)c1S(=O)(=O)N1CCC(C(=O)N2CCN(c3cccc(C(F)(F)F)c3)CC2)CC1	x	-3	x	2	7	2	x	8	-0.2
Cc1ccc(Cl)cc1N1C(=O)CC(C)(C)CC1=O	-6	-2	0.2	3	4	2	6	2	-0.5
O=C(O)c1cccnc1SCc1cccc(Br)c1	8	-1	-0.2	2	6	1	-10	2	0.0
COc1ccc(Br)c2c1C(=O)CC2	6	-3	0.7	11	-2	-2	6	-29	0.9
Cc1ccnc(NC(=O)C2CCN(S(=O)(=O)c3ccc(Cl)c(C(F)(F)F)c3)CC2)c1	x	-12	x	1	0	-4	-11	-35	0.3
CCN(CC)S(=O)(=O)c1ccc(N2CCOCC2)c(NC(=O)C(C)(C)C)c1	1	-9	0.9	2	-7	7	3	5	0.1
CC(C)(C)NC(=O)NC(=O)COC(=O)C1=COCCO1	0	1	-1.2	1	-13	-2	27	6	-0.5
CC(Sc1ccccc1)C(=O)NN=C1CCCCCCC1 (stereo not drawn)	-23	-1	-0.2	1	3	5	10	2	1.1
COC(=O)C1=C(C)N(C)C(=O)NC1c1cc(Cl)c(O)c(OC)c1 (stereo not drawn)	4	-10	-1.3	0	-2	1	-4	-4	0.7
C=CCNC(=S)N/N=C/c1ccc(-c2cccc([N+](=O)[O-])c2)o1	-4	1	-0.8	2	0	0	-5	4	-0.3

# By substructure, those above containing a Cl atom (nine)
structure	D2 antag	TRHR enhancer	D2 agonist	D1 agonist	D1 antag	D1 potentiator	D2 PAM	RXFP1 antagonist	TRHR ag
CC(C)[C@H](NS(=O)(=O)c1ccccc1)C(=O)OCC(=O)N1N=C(c2ccc(Cl)cc2)CC1c1ccco1 (stereo partly drawn)	-4	1	3.5	-1	-7	1	3	8	1.7
Nc1ncc(Br)cc1S(=O)(=O)NCCC(=O)NCCc1ccc(Cl)cc1	-10	8	0.1	3	8	3	14	25	-0.7
Cc1cccc(CS(=O)(=O)CC2Nc3ccc(C(=O)NCc4ccccc4Cl)cc3NC2=O)c1 (stereo not drawn)	x	3	-0.7	-4	-5	-1	-1	5	0.4
ONC(=Nc1ccc(Cl)cc1)c1ccc(Cl)cc1	-3	1	0.3	0	-6	-2	9	-6	0.1
Cc1ccc(CSc2ncc(Cl)c(C(=O)Nc3nc4ccc(C)cc4s3)n2)cc1	x	13	0.6	0	2	4	8	x	1.7
N#Cc1nc(-c2ccc(Cl)cc2)oc1NCc1cccc2c1OCO2	1	0	-0.3	0	9	-8	-10	11	-0.4
Cc1ccc(Cl)cc1N1C(=O)CC(C)(C)CC1=O	-6	-2	0.2	3	4	2	6	2	-0.5
Cc1ccnc(NC(=O)C2CCN(S(=O)(=O)c3ccc(Cl)c(C(F)(F)F)c3)CC2)c1	x	-12	x	1	0	-4	-11	-35	0.3
COC(=O)C1=C(C)N(C)C(=O)NC1c1cc(Cl)c(O)c(OC)c1 (stereo not drawn)	4	-10	-1.3	0	-2	1	-4	-4	0.7
